Bioassay records: PubChem BioAssay, several laboratories
Lipid droplet – modulators of hepatic lipid droplet formation. 240,000 tested, 0.4% active. AML12 mouse hepatocytes, oleate lipid droplets, BODIPY imaging. inhibition, % at 6.5 µM;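 active = lipid droplet intensity inhibited by at least 50%, with more than 500 cells counted; inconclusive = wells with under 300 cells, treated as cytotoxic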
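Test system: AML12 mouse liver cells; schedule: overnight exposure; technique: high-content imaging of BODIPY-stained droplets and DAPI nuclei; read-out: % inhibition of corrected integrated BODIPY droplet signal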
West Nile antiviral – West Nile virus antiviral activity, cell-based, CPE readout (AID 1621) | 290,000 tested, 0.02% active | one-dose CPE inhibition, % at 10 µM; IC50 in µM for titrated hits | West Nile virus-infected cells, CPE inhibition; higher % means a stronger effect; in the data active = a potency from the dose series; inconclusive = CPE inhibition mostly from about 3.7% at the one dose, without a potency; inactive = the rest, 99 in 100 with CPE inhibition below about 2.2%; note: strong numbers were not always called active
bCat nuc transl – beta-catenin nuclear translocation modulation | HeLa beta-catenin nuclear translocation, immunofluorescence imaging | nuclear translocation activity, % at 5 µM | 190,000 tested, 0.3% active | AID 1665;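 active = nuclear translocation activity above 50% at 5 µM, with a well cell count of 50 or more; inconclusive = wells under 50 cells across six images, flagged as toxic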;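 note: per-cell ratio of nuclear to cytoplasmic median beta-catenin stain intensity; plate controls were DMSO negative control for no effect and GSK-3 inhibitor IX positive control for full effect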
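Test system: HeLa cells, endogenous beta-catenin; Compound: single 5 µM dose plus 0.02–20 µM confirmation series; Times: compound exposure 24 h at 37°C; Signal: fluorescence imaging of beta-catenin antibody stain plus DAPI; Read-out: % activation, nuclear-to-cytoplasmic median beta-catenin signal ratio per cell.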
Ins promoter up – MIN6 insulin promoter up-regulation. MIN6 insulin promoter-GFP reporter, high-content imaging; hits give high values. z-score at 5 µM. 190,000 tested, 0.3% active;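 active = z-score above 3 at 5 µM with at least 500 cells counted in the well; inconclusive = wells under 500 cells, flagged as cytotoxic or low count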
Autophagy HCS – autophagy modulation, high-content screen | MEF GFP-LC3 puncta imaging; test concentration mostly 10 µM | calls only at 10 µM (by protocol) | 190,000 tested, 0.98% active;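 active = percentage of spot-positive cells more than 3 SD above its plate mean, without a fluorescence outlier flag or 80% toxicity; inconclusive = no clear call, values can overlap the other calls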;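 note: spot-positive cell cutoff set from DMSO-treated cells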
WT yeast gro inh – growth inhibition of WT yeast, mitochondrial fusion screen | mitochondrial fusion phenotypic screen, WT strain | inhibition, % at 10 µM | 190,000 tested, 2.1% active | AID 1362; in the data active = inhibition above about 58%; tested in S. cerevisiae
MT stabilize HCS – microtubule stabilizers in HeLa cells | AID 2205 | HeLa tubulin immunostaining HCS, 24 h; share of cells brighter than vehicle mean+2SD | 200,000 tested, 0.83% active | % tubulin-high responders, % at 10 µM;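 active = plate Z-score above 3 for both tubulin-high and condensed-nucleus cell shares, with cell loss under 80%, at 10 µM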;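 note: anti alpha tubulin signal scored within the nucleus-defined area of each cell; some results filed as inactive read as strong as hits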
Myeloid diff 2 – compounds promoting myeloid differentiation. ER-HoxA9 myeloid progenitors, lysozyme-GFP differentiation, flow cytometry. calls only at 10 µM. 360,000 tested, 1% active. AID 624256;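 active = normalized GFP-positive differentiation at or above the plate's own cutoff, the solvent-only control mean plus 3 SD; inconclusive = no clear call, values can overlap the other calls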;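 note: cells exposed to compound for four days before flow analysis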
T cell HTS – T cell immune modulation candidate; calls only at 7 µM; 330,000 tested, 0.068% active; 2C CD8+ T cell-vesicle binding, flow cytometry; hits give low values; AID 2052;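 active = response, share of CD8 T cells binding vesicles, and their 90th percentile fluorescence all below set limits, cut at about 80% in these data, passing the limit was not always enough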
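material = purified 2C TCR transgenic mouse naive CD8+ T cells | controls = Unloaded micro-vesicles (low), QL9 vesicles with 0.7% DMSO (high) | detection = cytometric PE anti-B7-1 and Alexa647 anti-CD8 signals after 1% paraformaldehyde fixation | incubation = binding step 1.5 h, 37 °C, antibody labelling 20 min, ice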
WT yeast gro inh mutant strain – further read-out of WT yeast gro inh, marked with its call; inhibition, %; mitochondrial fusion phenotypic screen, mutant strain inhibition
Ins promoter up cell count – further read-out of Ins promoter up, marked with its call; cell count; measured here: cytotoxicity, nuclei count;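 total cells summed across four imaged fields per well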
Lipid droplet cells 6.5 µM – further read-out of Lipid droplet, marked with its call; cell count; measured here: cell count, cytotoxicity flag;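 cells counted across two imaged fields per well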
bCat nuc transl cell count 5 µM – also measured in bCat nuc transl; calls as there; cell count; measured here: cell count, cytotoxicity flag
T cell HTS vesicle-bound % – second read-out of T cell HTS, no call of its own (marks repeat the call); double positive events, %; measured here: CD8+ vesicle-bound cell fraction;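 binding gate set so that unloaded-vesicle control wells show 10% double positive cells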
MT stabilize HCS Hoechst-high % – second read-out of MT stabilize HCS, no call of its own (marks repeat the call); % Hoechst-high responders; measured here: nuclear condensation Hoechst responders;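 share of cells brighter than vehicle mean plus two SD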
MT stabilize HCS cytotoxicity % – recorded beside MT stabilize HCS, whose call it bears; toxicity, %; measured here: cytotoxicity by cell density;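 0% = mean cell density of plate MIN control wells and 100% = no cells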
Autophagy HCS cell loss 18 h – also measured in Autophagy HCS; calls as there; toxicity, %; measured here: cell loss, nuclei count;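 cell loss after 18 h compound exposure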
Myeloid diff 2 GFP+ MAC1+ % – further read-out of Myeloid diff 2, marked with its call; GFP+ MAC1+ double positive, %; measured here: differentiation confirmed by MAC1 staining
An asterisk follows results filed as active; i = inactive; ? = inconclusive; / = not tested or not shown; + = active, no number.

SMILES | Lipid droplet | Lipid droplet cells 6.5 µM | West Nile antiviral | bCat nuc transl | bCat nuc transl cell count 5 µM | Ins promoter up | Ins promoter up cell count | Autophagy HCS | Autophagy HCS cell loss 18 h | WT yeast gro inh | WT yeast gro inh mutant strain | MT stabilize HCS | MT stabilize HCS Hoechst-high % | MT stabilize HCS cytotoxicity % | Myeloid diff 2 | Myeloid diff 2 GFP+ MAC1+ % | T cell HTS | T cell HTS vesicle-bound %
O=C(C1CCC(Cn2c(=S)[nH]c3ccccc3c2=O)CC1)N1CCOCC1 (stereo not drawn) | / | / | -0.7% | 3.4 | 1420 | 0.96 | 1458 | i | -9 | -12 | -7 | 4.7 | 2.4 | 6.1 | i | 1.9 | i | 28
Oc1ccccc1CNc1nc2ccccc2n1CCN1CCCCC1 | -2 | 661 | -0.3% | 0.2 | 1013 | 0.74 | 1975 | i | 5 | 12 | -6 | 2.5 | 1.0 | 9.9 | i | 2.9 | i | 62
CCN1c2ccc(S(=O)(=O)N3CCOCC3)cc2N(Cc2ccc(OC)cc2)C1C (stereo not drawn) | 1 | 683 | -0.3% | 0.7 | 1006 | -0.21 | 1627 | i | -13 | 1 | -11 | 4.7 | 3.4 | 0.6 | i | 0.2 | i | 44
CC1CCN(S(=O)(=O)c2ccc(S(=O)(=O)NCc3cccnc3)cc2)CC1 | 0 | 711 | -1.0% | 0.7 | 1479 | 0.22 | 1375 | i | 5 | -6 | -3 | 1.7 | 1.4 | 0.1 | i | 0.3 | i | 38
Cc1cc(C)cc(C(=O)NC(CC(N)=O)c2ccc(N3CCCCCC3)c([N+](=O)[O-])c2)c1 (stereo not drawn) | 20 | 783 | -0.3% | / | / | / | / | / | / | / | / | / | / | / | i | 1.5 | i | 7
Cc1oc2ncnc(N)c2c1C | / | / | -0.1% | -4.8 | 961 | / | / | i | 1 | 11 | 20 | 6.1 | 4.1 | 5.7 | i | 0.8 | i | 20
COc1ccc(-c2cnnc(N/N=C/c3c(C)nn(-c4ccccc4)c3Cl)n2)cc1 | 11 | 570 | 0.1% | 0.7 | 933 | / | / | i | 14 | -9 | -50 | 17 | 11 | 25 | i | 0.6 | i | 26
O=C(NC(Nc1ncc(S(=O)(=O)c2ccc([N+](=O)[O-])cc2)s1)(C(F)(F)F)C(F)(F)F)c1ccc(Cl)cc1 | -24 | 706 | / | 7.6 | 993 | -1.5 | 875 | i | 12 | 21 | 24 | 2.7 | 1.1 | 6.0 | i | 0.5 | i | 57
O=C(CCCSc1nnnn1-c1cccc2ccccc12)c1ccc(F)cc1 | / | / | -0.6% | 1.9 | 1355 | -2.2 | 1119 | i | -15 | 11 | 1 | 3.0 | 1.9 | 5.7 | i | 1.0 | i | 66
CCc1ccc(/C(C)=N/NC(=O)c2c[nH]c3ccccc23)s1 | 14 | 786 | -0.9% | / | / | / | / | / | / | / | / | / | / | / | i | 1.3 | i | 18
Cc1c(C)c(C)c(C(=O)C2CCN(c3ccc([N+](=O)[O-])cn3)CC2)c(C)c1C | 1 | 638 | 0.2% | -2.5 | 1178 | -2.1 | 1322 | / | / | / | / | / | / | / | i | 1.1 | i | 38
Cc1ccccc1C(=O)c1cccn1CC(=O)O | / | / | 0.0% | -2.1 | 790 | 1.9 | 1608 | i | -3 | 4 | 16 | 6.6 | 3.1 | 7.4 | i | 1.2 | i | 16
CCOC(=O)C1CCCN(C(=O)C(C)Oc2ccc(Cl)cc2Cl)C1 (stereo not drawn) | -3 | 653 | -0.1% | / | / | -0.19 | 1274 | i | 2 | 3 | 9 | 3.2 | 2.4 | 8.1 | i | 1.2 | i | 51
COc1ccc(CCn2c(N3CCOCC3)nc3c2c(=O)[nH]c(=O)n3C)cc1 | 6 | 765 | 0.5% | 1.9 | 1177 | 0.84 | 992 | i | 4 | 0 | 15 | 1.2 | 1.5 | 5.0 | i | 7.0 | i | 18
CC(C)N(C(=O)c1ccc2nc(-c3ccccc3)c(-c3ccccc3)nc2c1)C(C)C | -1 | 658 | -1.6% | -0.7 | 944 | / | / | i | 5 | 54 | -8 | 3.0 | 4.0 | 7.0 | i | 1.1 | i | 33
N=c1oc2ccc(Cl)cc2cc1C(=O)Nc1ccc(F)cc1 | 8 | 652 | -0.1% | / | / | / | / | / | / | / | / | / | / | / | i | 0.6 | i | 42
Cc1nn(C(C)(C)C)c(OC(=O)c2ccc3c(c2)OCO3)c1Sc1ccccc1 | -5 | 741 | -0.1% | -6.1 | 1133 | -1.2 | 896 | i | 3 | 75* | 7.8* | 2.2 | 2.0 | 6.1 | i | 0.3 | i | 68
O=C(C1CC1)N1c2ccccc2Sc2ccccc21 | -8 | 782 | 2.0% | / | / | / | / | / | / | / | / | / | / | / | i | 1.1 | i | 40
COc1ccc(/C=N/NC(=O)c2ccc(C)cc2)cc1CN1CCN(c2ccc(F)cc2)CC1 | / | / | 0.2% | 4.1 | 1405 | -0.9 | 1150 | i | 12 | 2 | 2 | 3.8 | 2.0 | 8.7 | i | 4.6 | i | 30
O=C(CCCOc1ccc(Cl)cc1Cl)NCC1CCCO1 (stereo not drawn) | -7 | 722 | -0.5% | 1.4 | 525 | / | / | i | 0 | -8 | -8 | 3.2 | 2.1 | 4.4 | i | 1.0 | i | 23

Entries of single compounds from above. Values in the order: Lipid droplet | Lipid droplet cells 6.5 µM | West Nile antiviral | bCat nuc transl | bCat nuc transl cell count 5 µM | Ins promoter up | Ins promoter up cell count | Autophagy HCS | Autophagy HCS cell loss 18 h | WT yeast gro inh | WT yeast gro inh mutant strain | MT stabilize HCS | MT stabilize HCS Hoechst-high % | MT stabilize HCS cytotoxicity % | Myeloid diff 2 | Myeloid diff 2 GFP+ MAC1+ % | T cell HTS | T cell HTS vesicle-bound %
Oc1ccccc1CNc1nc2ccccc2n1CCN1CCCCC1 as listed: -2 | 661 | -0.3% | 0.2 | 1013 | 0.74 | 1975 | i | 5 | 12 | -6 | 2.5 | 1.0 | 9.9 | i | 2.9 | i | 62
Cc1c(C)c(C)c(C(=O)C2CCN(c3ccc([N+](=O)[O-])cn3)CC2)c(C)c1C as listed: 1 | 638 | 0.2% | -2.5 | 1178 | -2.1 | 1322 | / | / | / | / | / | / | / | i | 1.1 | i | 38
CC1CCN(S(=O)(=O)c2ccc(S(=O)(=O)NCc3cccnc3)cc2)CC1 as listed: 0 | 711 | -1.0% | 0.7 | 1479 | 0.22 | 1375 | i | 5 | -6 | -3 | 1.7 | 1.4 | 0.1 | i | 0.3 | i | 38
Cc1oc2ncnc(N)c2c1C as listed: / | / | -0.1% | -4.8 | 961 | / | / | i | 1 | 11 | 20 | 6.1 | 4.1 | 5.7 | i | 0.8 | i | 20

Remaining list, next part:
SMILES | Lipid droplet | Lipid droplet cells 6.5 µM | West Nile antiviral | bCat nuc transl | bCat nuc transl cell count 5 µM | Ins promoter up | Ins promoter up cell count | Autophagy HCS | Autophagy HCS cell loss 18 h | WT yeast gro inh | WT yeast gro inh mutant strain | MT stabilize HCS | MT stabilize HCS Hoechst-high % | MT stabilize HCS cytotoxicity % | Myeloid diff 2 | Myeloid diff 2 GFP+ MAC1+ % | T cell HTS | T cell HTS vesicle-bound %
Cc1c(NC(=S)Nc2cccc(Cl)c2)c(=O)n(-c2ccccc2)n1C | -4 | 633 | 0.1% | -1.4 | 1088 | 0.38 | 1276 | i | 28 | 3 | -2 | 4.2 | 2.6 | 4.6 | i | 0.5 | i | 17
O=C(N/N=C/c1ccc(OC(=O)c2ccc3c(c2)OCO3)cc1)c1cncc(Br)c1 | -6 | 547 | 0.2% | / | / | 0.08 | 1543 | i | -1 | 10 | 3 | 4.8 | 2.4 | 8.4 | i | 1.3 | i | 10
Cc1cccc(C(=O)N2CCN(S(=O)(=O)N3CCCCC3)CC2)c1 | 2 | 640 | 0.1% | / | / | / | / | / | / | / | / | / | / | / | i | 0.9 | i | 33
Cc1ccccc1CSc1ncc(C#N)c(N)n1 | / | / | / | -3.0 | 1024 | 1.3 | 1614 | i | 9 | 13 | 18 | 5.3 | 0.8 | 0.5 | i | 0.6 | i | 48
CCCOC(=O)c1[nH]c2c(c1C)C(=O)CC(c1cccs1)C2 (stereo not drawn) | ? | / | 3.2% | / | / | -2.3 | 602 | + | 63* | 8 | 12 | 25* | 49* | 49* | / | / | i | 44
COc1ccc(NC(=O)CNC(=O)Cc2ccccc2)cc1OC | -2 | 799 | -0.4% | / | / | / | / | / | / | / | / | / | / | / | i | 0.8 | i | 16
CC(C)(C)C(=O)N(Cc1nc2ccccc2c(=O)[nH]1)Cc1cccs1 | 0 | 758 | -0.8% | -1.7 | 1241 | 0.3 | 1191 | i | 2 | -11 | -23 | 2.3 | 1.4 | 1.6 | i | 7.8 | i | 30
COc1cc(SC)ccc1C(=O)Nc1ccc2c(c1)OCCO2 | / | / | 0.2% | -1.4 | 822 | -0.77 | 1148 | i | 9 | 11 | -2 | 9.7 | 1.3 | 6.0 | i | 7.2 | i | 56
COC(=O)c1cc(NC(=O)c2cc(C(C)(C)C)nn2Cc2cccc(C)c2)ccc1N1CCOCC1 | 18 | 698 | 0.9% | -0.1 | 1365 | -0.54 | 1080 | / | / | / | / | / | / | / | i | 0.4 | i | 19
CCOC(=O)CC1C(=O)NCCN1C(=O)c1sc2ccccc2c1Cl (stereo not drawn) | -6 | 770 | -1.0% | -0.8 | 1475 | 0 | 1470 | i | -12 | -4 | -8 | 4.1 | 2.0 | 8.0 | i | 0.2 | i | 57
CC(=O)N1CCC(C(=O)Nc2ccc3c(c2)CCC3)CC1 | 2 | 904 | -0.4% | / | / | / | / | / | / | / | / | / | / | / | i | 0.7 | i | 14
CCS/C(N)=N/N=C/c1cc(C)ccc1O | -2 | 790 | -0.1% | -6.3 | 1186 | 0.77 | 773 | i | 3 | 0 | -2 | 1.2 | 1.4 | 6.3 | i | 1.3 | i | 48
